GPR151 ag – human GPR151 activation; Q8TDV0; PathHunter beta-arrestin GPR151 cells, luminescence; activation, % at 11.2 µM; 650,000 compounds, 1% hits; in the data active = activation above about 4.9%;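 note: 0% = median of compound wells and 100% = cells with positive control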
Target sequence (Q8TDV0 whole entry, looked up): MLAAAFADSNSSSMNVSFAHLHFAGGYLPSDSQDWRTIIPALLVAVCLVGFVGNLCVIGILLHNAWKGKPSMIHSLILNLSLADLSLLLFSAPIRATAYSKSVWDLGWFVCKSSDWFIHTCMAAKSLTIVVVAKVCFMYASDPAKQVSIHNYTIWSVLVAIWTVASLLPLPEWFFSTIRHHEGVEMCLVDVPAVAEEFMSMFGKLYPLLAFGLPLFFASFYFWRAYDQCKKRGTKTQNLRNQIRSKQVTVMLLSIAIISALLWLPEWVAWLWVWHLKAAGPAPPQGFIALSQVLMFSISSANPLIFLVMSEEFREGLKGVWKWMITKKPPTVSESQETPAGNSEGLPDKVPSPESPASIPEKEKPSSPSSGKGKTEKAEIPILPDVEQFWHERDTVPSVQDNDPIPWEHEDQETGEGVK
MITF inh – blocks human microphthalmia-associated transcription factor. 650,000 compounds, 0.91% hits. inhibition, % at 2.6 µM. O75030. AlphaScreen MITF homodimerization, bead proximity signal; in the data active = inhibition above about 50%;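 note: 0% = vehicle wells with protein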
FBW7 activator – activators of human E3 ligase FBW7; AlphaScreen FBW7–phospho-cyclin E peptide binding, activator screen; normalized activity (activation), % at 26.1 µM; 650,000 compounds, 0.13% hits; AID 1259310; in the data active = normalized activity above about 1.9%;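 note: purified mutant Fbw7 with reduced substrate affinity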
Target sequence (Q969H0 whole entry, looked up): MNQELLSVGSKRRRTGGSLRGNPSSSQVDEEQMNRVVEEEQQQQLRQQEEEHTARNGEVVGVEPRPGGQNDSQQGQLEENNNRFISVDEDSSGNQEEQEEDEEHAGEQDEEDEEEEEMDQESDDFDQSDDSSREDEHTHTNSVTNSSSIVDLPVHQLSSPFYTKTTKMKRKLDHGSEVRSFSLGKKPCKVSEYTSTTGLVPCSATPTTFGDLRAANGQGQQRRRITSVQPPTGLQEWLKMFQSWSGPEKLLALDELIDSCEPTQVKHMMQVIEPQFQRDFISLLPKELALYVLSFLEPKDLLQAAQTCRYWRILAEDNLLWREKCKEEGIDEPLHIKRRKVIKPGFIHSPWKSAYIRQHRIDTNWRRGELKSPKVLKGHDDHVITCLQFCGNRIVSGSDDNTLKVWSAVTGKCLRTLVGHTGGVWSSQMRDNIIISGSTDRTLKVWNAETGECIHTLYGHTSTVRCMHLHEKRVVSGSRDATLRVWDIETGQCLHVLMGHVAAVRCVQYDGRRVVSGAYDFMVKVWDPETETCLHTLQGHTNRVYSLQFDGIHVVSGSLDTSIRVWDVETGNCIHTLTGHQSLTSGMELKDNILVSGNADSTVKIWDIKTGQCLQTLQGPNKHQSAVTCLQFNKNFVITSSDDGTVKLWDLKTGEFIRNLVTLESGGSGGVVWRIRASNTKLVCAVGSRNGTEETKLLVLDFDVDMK
TEAD-YAP inh – TEAD-YAP interaction inhibition; HEK-TIYL cells, TEAD-Gal4/YAP UAS-luciferase luminescence; inhibition, % at 9.12 µM; 640,000 compounds, 1.4% hits; AID 1259422; in the data active = inhibition above about 32%;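 note: 0% = median of test compound wells and 100% = reference inhibitor wells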
* hit, by the source's call.

The line under a structure holds: GPR151 ag	MITF inh	FBW7 activator	TEAD-YAP inh
> Cc1ccc(OCC(O)CN2CCCC2)cc1C (centres undefined)
→ 0.6	-3	0.1	4
> CCOC(=O)c1c(NC(=O)COc2ccc(OC)cc2)sc(C)c1C
→ 1.4	-5	-0.1	0
> Cc1nccn1CC(O)COc1cccc2ccccc12 (centres undefined)
→ 0.4	2	-0.3	11
> Cc1ccc(S(=O)(=O)NC(=O)Nc2ccc(Cl)c(Cl)c2)cc1
→ -1.5	31	0.4	7
> O=C(Nc1ccc(Oc2ccc(Br)c3ccccc23)c(Cl)c1)c1ccc2c(c1)OCO2
→ -0.4	7	0.2	-3
> Cc1ccc(CCC(=O)Nc2ncc(Cc3ccccc3F)s2)o1
→ 0.0	9	0.0	51*
> O=C(OCc1nnc(-c2cccs2)o1)c1cc(Cl)ccc1[N+](=O)[O-]
→ -0.1	12	-0.1	-4
> CN1CCC(O)(c2ccc3c(c2)CN(Cc2ccc4nsnc4c2)CCO3)CC1
→ 1.3	-5	0.0	-2
> COCCN1Cc2cccc(C(=O)Nc3ccccc3C(=O)OC)c2C1=O
→ 0.6	4	-0.3	4
> Cc1cc(=O)cc(C)n1-c1ccc(Br)cc1
→ 0.1	4	0.1	0
> O=C(Nc1ccc(NS(=O)(=O)c2cc(C(=O)Nc3ccccc3)c(Cl)cc2Cl)cc1)c1ccccc1
→ -1.1	12	0.0	-1
> O=c1[nH]c(=O)c2nc3c(ccc4nsnc43)nc2[nH]1
→ -0.3	0	-0.1	0
> CCOC(=O)c1oc2ccccc2c1NC(=O)C1CCCC1
→ -0.8	-14	-0.1	0
> COc1cccc(CNC(=O)CCC2CCCN(C(=O)CSC)C2)c1 (centres undefined)
→ 0.8	11	0.1	0
> CCN(C(=O)c1ccc(N2CC3CC(C2)c2cccc(=O)n2C3)c(NC(=O)c2cc(OC)ccc2Br)c1)c1cccc(C)c1 (centres undefined)
→ -0.3	22	0.0	-4
> Oc1ccc(-c2nc3cnccn3c2NCc2cccs2)cc1
→ 1.7	8	0.0	-10
> COc1ccc(NC(=S)N(CCCN2CCCCCC2)Cc2cccs2)cc1
→ -0.5	-14	0.1	0
> O=C(Nc1ccc(-c2nnc3n2CCCCC3)cc1)c1ccco1
→ 1.2	4	-0.2	-3
> Cc1cccc(Nc2nnc(SCC(=O)NC34CC5CC(CC(C5)C3)C4)s2)c1
→ 0.1	6	0.0	-5
> CCC(=O)NCc1nc2ccccc2n1Cc1ccc(C)cc1
→ 0.5	5	0.1	12
> CN(C(=O)c1ccccc1[N+](=O)[O-])c1ccccc1
→ -0.3	-6	0.0	-4
> O=C(Nc1ccccc1[N+](=O)[O-])c1cc(Br)ccc1Cl
→ 5.9*	7	-0.2	3
> CCCOc1ccccc1N1C(=O)CC(Nc2ccc(OC)cc2)C1=O (centres undefined)
→ 0.2	16	0.1	3
> Cc1ccccc1NN1C(=O)c2cccc3c(Br)c([N+](=O)[O-])cc(c23)C1=O
→ 0.4	13	-0.1	-7
> CCC(C)OC(=O)C1=C(C)NC(=O)NC1c1cccc(Br)c1 (centres undefined)
→ -0.7	14	0.0	-19
> CCn1c(SCC(N)=O)nnc1-c1ccc(S(=O)(=O)N2CCN(C)CC2)cc1
→ -0.5	-7	0.0	-4
> CC(=O)Nc1ccc(-c2csc(NC(=O)COc3ccc(Cl)c(C)c3)n2)cc1
→ -1.2	9	-0.1	7
> CN1C(=O)CSC1=Nc1ccc(Cl)c(Cl)c1
→ 0.0	-6	-0.3	0
> COc1ccc(C[C@@H]2NC(=O)[C@H]3CN(C(=O)NCc4ccccc4)CCN3C2=O)cc1
→ -0.6	79*	-0.2	6
> CC(C)(C)NS(=O)(=O)Nc1ccccc1[N+](=O)[O-]
→ -1.6	-11	0.0	-2
> O=C(CSC1=NCCS1)Nc1nc2c(s1)CCCC2
→ 0.9	-16	0.1	-15
> CC(C)(C)C(=O)NC(=O)Nc1ncnc2c1ncn2[C@@H]1O[C@@H]2COP(=O)(O)O[C@H]2[C@H]1O
→ 1.4	-1	-0.1	-10
> Cc1ccc(NC(=O)C2C3C=CC4(CNC(=O)C(c5ccc(C)cc5)N(CCC5=CCCCC5)C(=O)C24)O3)cc1 (centres undefined)
→ 4.4	16	-0.3	4
> O=C(CN1CCOCC1)Nc1sc2c(c1C(=O)c1ccccc1)CCCC2
→ 0.2	-8	-0.1	7
> O=C(CSc1nc(CSc2ccc(Cl)cc2)cc(=O)[nH]1)N1c2ccccc2Sc2ccccc21
→ 0.7	-4	0.0	7
> O=C(/C=C/c1ccc(F)cc1)Nc1nc(-c2ccc(F)cc2)cs1
→ 0.3	-28	0.0	-2
> COCCNC(=O)C(=O)NC(C)c1ccc(OC)cc1 (centres undefined)
→ -0.7	-14	-0.1	-6
> O=C1c2cccc([N+](=O)[O-])c2C(=O)N1CC(=O)N1CCc2ccccc21
→ -0.8	20	0.8	2
> O=C(CCc1nnc(CCCc2ccccc2)o1)NCCN1CCOC1=O
→ 0.0	7	0.3	3
> COc1ccc(C2(C)NC(=O)NC2=O)cc1OC (centres undefined)
→ 0.0	6	0.0	-8
> Clc1cccc(-c2cnc3ccc(NCCc4cccnc4)nn23)c1
→ -0.5	-1	2.0*	94*
> COC(=O)n1ccc(C(=O)Nc2ccccc2F)n1
→ -0.4	25	0.1	-11
> COC(=O)C1=C(C)N(c2cccc(C)c2)C(=O)/C1=C\c1ccccc1[N+](=O)[O-]
→ 0.3	30	-0.1	-12
> Cn1c(=O)c2c(nc(Cl)n2CCS(=O)(=O)c2ccccc2)n(C)c1=O
→ 0.1	-2	0.1	1
> O=C1OC(c2ccc(Cl)c([N+](=O)[O-])c2)=N/C1=C\c1ccc(Cl)cc1Cl
→ 0.0	-16	0.0	-6
> COC(=O)CN(c1ccccn1)S(=O)(=O)c1ccccc1
→ 0.3	61*	-0.1	4
> COc1ccccc1CNC(=O)COC(=O)c1cc(=O)c2ccccc2o1
→ 0.1	20	0.1	3
> O=C(Nc1nc(-c2ccc([N+](=O)[O-])cc2)cs1)c1ccc(N2C(=O)CCC2=O)cc1
→ 0.1	15	0.1	6
> COc1ccc2nc(NC(=O)c3sc4ncn(Cc5ccccc5F)c(=O)c4c3C)sc2c1
→ -2.1	-4	0.0	0
> CCOC(=O)Cc1c(C)nc2c(-c3ccccc3)c(COC)nn2c1C
→ -0.5	22	0.1	3
> COc1cc(C(=O)Nc2ccccc2Br)cc(OC)c1OC
→ 2.0	18	0.8	-1
> Cc1cc(Cl)nc(Cl)c1C(=O)NCc1ccccc1
→ -0.2	-3	0.0	4
> CCCC(=O)Nc1ccc2nn(-c3ccc(CC)cc3)nc2c1
→ -0.8	21	0.1	-41
> COc1cccc(CC(=O)N2CCC(c3ccnc4nc(C(F)(F)F)nn34)CC2)c1
→ -0.4	-7	-0.1	-6
> CN1CCN(CC(=O)Nc2cccc(O)c2)CC1
→ 0.4	-3	0.3	12
> O=C(N/N=C/c1sc(=O)[nH]c1-[n+]1ccc(-c2ccncc2)cc1)c1cccnc1
→ -0.5	5	0.4	9
> Cc1ccccc1NC(=O)c1ccc(S(=O)(=O)Nc2cccc([N+](=O)[O-])c2)c(C)c1
→ 1.9	2	0.0	-3
> O=C1c2ccccc2C(=O)N1CCCOc1ccc(Br)cc1Cl
→ 3.0	1	-0.1	-11
> Cc1ccccc1S(=O)(=O)Nc1nccnc1N1CCN(C(=O)c2ccccc2)CC1
→ 0.0	-2	-0.1	3
> Cc1ccccc1CSc1nc2cc(C(=O)N3CCC4(CC3)OCCO4)ccc2c(=O)n1Cc1ccc2c(c1)OCO2
→ 0.0	29	0.8	6

Looked up by structure from the entries so far, 5 records:
The line under a structure holds: GPR151 ag	MITF inh	FBW7 activator	TEAD-YAP inh
> Cc1ccccc1CSc1nc2cc(C(=O)N3CCC4(CC3)OCCO4)ccc2c(=O)n1Cc1ccc2c(c1)OCO2
→ 0.0	29	0.8	6
> Cn1c(=O)c2c(nc(Cl)n2CCS(=O)(=O)c2ccccc2)n(C)c1=O
→ 0.1	-2	0.1	1
> COc1ccccc1CNC(=O)COC(=O)c1cc(=O)c2ccccc2o1
→ 0.1	20	0.1	3
> CCOC(=O)Cc1c(C)nc2c(-c3ccccc3)c(COC)nn2c1C
→ -0.5	22	0.1	3
> COc1cc(C(=O)Nc2ccccc2Br)cc(OC)c1OC
→ 2.0	18	0.8	-1

The list goes on:
The line under a structure holds: GPR151 ag	MITF inh	FBW7 activator	TEAD-YAP inh
> Cc1ccc(CNc2oc(-c3cccs3)nc2C#N)cc1
→ 2.1	10	0.0	1
> CC(C)c1cccc(OCCCNC(C)(C)C)c1
→ -0.7	43	0.0	1
> CCn1cc(C(=O)N2CCN(c3cccc(Cl)c3)CC2)c(=O)c2ccc(C)nc21
→ -0.3	11	-0.1	-14
> COc1nc(N/N=C/c2ccc(OC(C)=O)c(OC)c2)nc(N2CCOCC2)n1
→ 1.6	4	-0.4	-14
> CCOc1cc(C2NCCc3cc(OCC)c(OCC)cc32)ccc1O (centres undefined)
→ -1.0	22	0.0	4
> COC(=O)c1cnc(Nc2cc(OC)c(OC)c(OC)c2)c2ccccc12
→ -0.6	6	0.1	1
> CCCN(CCC)S(=O)(=O)c1ccc2[nH]cc(C(=O)NCCN3CCOCC3)c(=O)c2c1
→ 0.8	5	0.0	14
> Cc1cc(C)c(C(=O)COC(=O)c2ccc([N+](=O)[O-])o2)cc1C
→ 2.1	12	0.0	12
> CCC(=O)Nc1cccc(NC(=O)CSc2nnnn2-c2ccccc2)c1
→ -0.9	5	0.3	8
> CCCCCC1COC(c2ccc(O)cc2)OC1 (centres undefined)
→ 0.4	-10	0.2	-2
> CCc1ccc(C2(c3ccc(CC)cc3)CC2C(=O)Nc2ccc(Cl)cc2)cc1 (centres undefined)
→ 0.1	-1	-0.1	5
> CCCCNC(=O)NS(=O)(=O)c1c(C)cc(C)nc1Cl
→ -0.9	11	0.6	-5
> CCOc1ccc(OCC)c(Nc2cc(C)nc3nc(C)nn23)c1
→ 0.0	-2	-0.2	22
> Cc1noc(C)c1COc1ccc(CC(=O)NNC(=O)OC(C)(C)C)cc1
→ -2.0	12	0.0	1
> O=C(NCc1ccco1)c1ccc2c(=O)n(C3CCCCC3)c(SCc3ccc(Cl)cc3)nc2c1
→ -0.1	-3	0.0	3
> CC(NC(=O)C(O)(c1ccccc1)c1ccccc1)C(=O)O (centres undefined)
→ -0.2	13	0.1	-8
> CCNc1cc(OC(=O)c2cc3nc(-c4ccc(Cl)cc4)cc(C(F)(F)F)n3n2)ccc1C
→ -1.4	19	0.0	9
> COc1ccccc1NC(=O)c1sc(NC(=O)c2ccccc2)c(C#N)c1C
→ -0.4	5	0.4	-1
> Cc1ccc(-c2ccc(OCCNS(=O)(=O)c3ccc(C)c(C)c3)nn2)cc1
→ -1.5	-2	-0.1	8
> COC(CNC(=O)/C=C1\Sc2ccccc2N(Cc2ccccc2F)C1=O)OC
→ 0.9	-6	0.7	-14

Reformatted as comma-separated lines: 2 of the compounds above.
smiles,GPR151 ag,MITF inh,FBW7 activator,TEAD-YAP inh
COc1ccccc1NC(=O)c1sc(NC(=O)c2ccccc2)c(C#N)c1C,-0.4,5,0.4,-1
Cc1ccc(-c2ccc(OCCNS(=O)(=O)c3ccc(C)c(C)c3)nn2)cc1,-1.5,-2,-0.1,8

The list goes on:
The line under a structure holds: GPR151 ag	MITF inh	FBW7 activator	TEAD-YAP inh
> Cc1cc(-c2n[nH]c(=S)n2-c2ccc(F)cc2)n(C)n1
→ -0.2	8	-0.2	12
> COc1ccc([N+](=O)[O-])cc1N(CC(=O)NCCC1=CCCCC1)S(C)(=O)=O
→ -1.9	7	1.0	1
> O=C(Nc1ccc2oc(-c3ccc(F)cc3)nc2c1)c1cccc(F)c1
→ -0.8	3	-0.1	-19
> O=C(Nc1ccc([N+](=O)[O-])cc1)/C(=C\c1ccccc1F)NC(=O)c1ccccc1
→ 0.3	7	0.2	14
> CCc1cc2c(=O)c(-c3ccccc3)coc2cc1O
→ -0.2	-4	-0.1	-37
> CCCN1CCC2(CC1)C(C#N)=C(S)NC(=O)C2C#N (centres undefined)
→ -0.4	-1	-0.1	-1
> COc1ccc(NC(=O)c2c(NC(=O)CCC(=O)O)sc3c2CCCCC3)cc1
→ 0.6	13	0.6	-17
> CCCCN(C)CCCNC(=O)CN1N=C(c2ccc(OC)cc2)CCC1=O
→ 1.7	-2	0.0	-4
> COc1ccc(C2CC(=O)n3nc(-c4ccc(Cl)cc4)nc3S2)cc1OC (centres undefined)
→ 0.2	4	0.1	-6
> O=C(Nc1ccc2oc(-c3ccc(-c4ccccc4)cc3)nc2c1)c1ccco1
→ -0.9	3	2.5*	-3
> Cc1ccc(Oc2ccc([N+](=O)[O-])cc2)cc1[N+](=O)[O-]
→ 1.7	17	0.1	-6
> O=C(Cc1ccc(N2CCC(NCCN3CCOCC3)CC2)cc1)NCc1ccccc1
→ 0.8	7	0.1	6
> COC(=O)C1=C(C)NC2=C(C(=O)CC(c3ccc(Cl)cc3)C2)C1c1ccc(F)cc1 (centres undefined)
→ -0.7	-3	0.0	15
> Cc1cc(SCC(=O)NCC2CCCO2)n2c(nc3ccccc32)c1C#N (centres undefined)
→ 0.6	4	0.0	1
> OCCNc1nc(Nc2ccc(Cl)cc2)nc(N2CCCC2)n1
→ -0.1	10	0.2	3
> CCc1cccc(CC)c1NC(=O)CSc1nc2ccc(NC(=O)CCc3ccccc3)cc2s1
→ -1.5	-4	0.2	2
> COc1cc(OC)c(OC)cc1CN1CCN(c2ccccc2F)CC1
→ 0.0	24	-0.1	3
> Cc1nc2ccccc2c(=O)n1NC(=O)CN1CCOCC1
→ 0.7	7	0.8	14
> CCOc1ccc(C(CC(=O)O)NS(=O)(=O)c2ccc(C)cc2)cc1 (centres undefined)
→ 1.4	9	0.0	-2
> O=C(Nc1nc(C23CC4CC(CC(C4)C2)C3)cs1)c1cccnc1
→ 0.5	0	0.1	0
